# Screens from PubChem BioAssay.
# Shiga inhibitor – inhibitors of Shiga toxin in Vero cells; Vero cells, Shiga toxin protein synthesis inhibition reporter; inhibition, % at 38.7 µM; hit rate 9.2% among 290,000; AID 2315; in the data active means inhibition mostly above about 28%, no sharp cut-off; inactive means mostly below about 43%; further: 0% is about no effect
# AmpC inh no detg – AmpC beta-lactamase inhibition without detergent | P00811 | AmpC nitrocefin hydrolysis, absorbance 480 nm, 0.0001% Triton | Potency, µM (titrated, usually from 57.1 µM), for the others: top-dose activity change, negative = inhibition, actives largely listed as inhibitors | hit rate 0.52% among 330,000 | AID 485341;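 further: potency means the concentration at half of the fitted maximal effect; plate controls were no compound for no effect and no enzyme for full effect; nearly all actives have a fitted effect of over 20% in size; some results filed as inactive show a strong effect at the top dose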
# Target sequence (P00811 whole entry, looked up): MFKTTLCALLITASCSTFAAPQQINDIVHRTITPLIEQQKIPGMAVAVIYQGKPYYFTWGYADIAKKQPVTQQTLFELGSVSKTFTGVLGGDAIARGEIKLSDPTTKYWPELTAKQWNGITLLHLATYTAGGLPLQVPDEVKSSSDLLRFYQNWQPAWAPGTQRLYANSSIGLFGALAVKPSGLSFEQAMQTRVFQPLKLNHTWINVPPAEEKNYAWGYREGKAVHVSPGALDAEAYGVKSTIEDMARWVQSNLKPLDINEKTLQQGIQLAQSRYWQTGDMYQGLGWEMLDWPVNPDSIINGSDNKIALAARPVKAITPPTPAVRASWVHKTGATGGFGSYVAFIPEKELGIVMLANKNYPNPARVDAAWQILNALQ
#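 20 mM phosphate pH 7.0 + 0.01% (detergent screen) or 0.0001% Triton X-100; 5.3 nM AmpC reagent; cpd preinc 15 min RT; nitrocefin (800 uM stock) to start; A480 q20 s × 4 min; Activity was normalised to no-enzyme and no-compound control wells.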
# AMA1-RON2 inh – disrupts binding of P. falciparum AMA1 to RON2. AlphaScreen AMA1-biotinylated RON2 peptide binding. Potency, µM (highest dose often 58.2 µM), for the others: at the top dose activity change, negative = inhibition, actives largely listed as inhibitors. hit rate 0.2% among 360,000. AID 720542;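 further: potency means the concentration at half of the fitted maximal effect; 0% = vehicle wells and -100% = peptide control; nearly all actives have a fitted effect of over 45% in size; some results filed as inactive show a strong effect at the top dose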
#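 AMA1 (3D7) with his tag at 25 nM final met compounds first, then biotinylated RON2 peptide at 25 nM; detection used donor plus acceptor beads, 10 µg/mL apiece, read by AlphaScreen after 30 min at room temperature.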
# CHX counter – affects cycloheximide protein synthesis inhibition readout, counter-screen. cell reporter, cycloheximide protein synthesis inhibition counterscreen. AID 2314. hit rate 12% among 300,000. max response, %; in the data active means max response mostly above about 13%, no sharp cut-off; inactive means mostly below about 14%; further: read at 38.3 µM for the half of the compounds with a filed dose; 0% is about no effect
# FBPA Giardia inh – blocks Giardia fructose-bisphosphate aldolase activity. Potency, µM (top dose mostly 59.6 µM), without a hit: at the highest dose activity, negative = inhibition, actives largely listed as inhibitors. purified Giardia FBPA. AID 2451. hit rate 0.71% among 290,000; further: potency means the concentration at half of the fitted maximal effect; on the % scale 0 is the no-effect control and ±100 the full control effect; nearly all actives have a fitted effect of over 55% in size
# Target sequence (A8B2U2 whole entry, looked up): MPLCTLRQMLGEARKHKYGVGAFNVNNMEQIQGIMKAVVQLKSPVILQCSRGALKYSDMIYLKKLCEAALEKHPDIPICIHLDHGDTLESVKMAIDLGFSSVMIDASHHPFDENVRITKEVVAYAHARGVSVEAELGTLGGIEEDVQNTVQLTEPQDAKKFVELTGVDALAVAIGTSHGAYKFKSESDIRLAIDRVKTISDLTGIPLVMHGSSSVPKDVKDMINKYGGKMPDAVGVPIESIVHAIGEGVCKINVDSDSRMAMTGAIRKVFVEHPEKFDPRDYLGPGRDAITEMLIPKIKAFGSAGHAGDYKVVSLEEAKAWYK
#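 40 nM FBPA preincubated 10 min at RT with compound (up to 57.5 uM final), then substrate plus GAPDH/TPI/NAD/arsenate coupling and diaphorase/resazurin added. Fluorescence read after 20 min at RT, 525/598 nm.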
# HCMV antiviral – blocks human cytomegalovirus replication; HFF cells, HCMV-luciferase reporter, 72 h; active compounds read low; activity change, negative = inhibition, % at 57.5 µM; hit rate 4.5% among 410,000; AID 1259415; in the data active means activity change below about -60%; inconclusive means no clear call, values can overlap the other calls; inactive means above about -39%; further: on the % scale 0 is the no-effect control and ±100 the full control effect
#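 After 16 h attachment at 37C, HFF cells received test compound and HCMV-luciferase (1 PFU/cell); reporter luminescence read 72 h later, data normalized against buffer-only and known inhibitor Salinomycin.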
# AmpC inh detg – inhibitors of E. coli AmpC beta-lactamase with detergent; P00811; AmpC hydrolysis of nitrocefin, absorbance 480 nm, 0.01% Triton; Potency, µM (series often up to 114 µM), without a hit: at the top dose activity change, negative = inhibition, actives largely listed as inhibitors; hit rate 0.041% among 370,000;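 further: potency means the concentration at half of the fitted maximal effect; 0% = no-compound wells and -100% = no-enzyme wells; nearly all actives have a fitted effect of over 25% in size; some results filed as inactive show a strong effect at the top dose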
#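 20 mM phosphate pH 7.0 + 0.01% (detergent screen) or 0.0001% Triton X-100; 5.3 nM AmpC reagent; cpd preinc 15 min RT; nitrocefin (800 uM stock) to start; A480 q20 s × 4 min; Activity was normalised to no-enzyme and no-compound control wells.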
# * = called active by the depositor; ? = inconclusive; · = not tested or not shown; & = joins results of further samples; [ ] = remark or other dose. Unless noted, the call rests on the fitted dose curve; in most records, active means well fitted curve in the direction sought with a large enough effect; inconclusive means small, poorly fitted or top-dose-only effect, or another doubt; inactive means no such curve, though single readings can be large; an effect the other way counts as inactive or inconclusive. Random draw from the library. Share with any hit: about 16%.
entry	canonical_smiles	Shiga inhibitor	AmpC inh no detg	AMA1-RON2 inh	CHX counter
1	CCCCOc1ccc(C(=O)NCC2(c3ccc(OC)cc3)CCOCC2)cc1	-1	98%[activator]	-6%	5
2	CCOC(=O)c1cnn(CCOC(=O)c2ccccc2F)c1NC(=O)c1ccccc1F	-5	-13%	-2%	-1
3	OC(CN1CCN(c2cccc(Cl)c2)CC1)c1ccc(F)cc1 (stereo not drawn)	-5	3%	-8%	-6
4	O=C(CCc1ccccc1)Nc1ccc(N2CCOCC2)c(Cl)c1	-2	-22%	8%	-1
5	CCOC(=O)c1ccc(NC(=O)CN2C(=O)NC3(CCCCCC3)C2=O)cc1	8	-21%	-4%	8
6	Cc1onc(COc2ccccc2O)c1Br	53	-20%	15%	18*
7	COc1ccc(S(=O)(=O)N2CCCCCC2)cc1C(=O)NC1(C)CCS(=O)(=O)C1 (stereo not drawn)	-9	14%	9%	-3
8	Cc1ccc(NC(=O)c2nc[nH]c2C(=O)NCCCCCCNC(=O)c2[nH]cnc2C(=O)Nc2ccc(C)cc2)cc1	·	-19%	116%[activator]	·
9	Cc1cc2oc(=O)cc(CSc3nc(N)cc(N)n3)c2cc1C	-9	-34%	-2%	-8
10	CN1CCN(C(c2ccc(Br)cc2)c2cc(Cl)c3cccnc3c2O)CC1 (stereo not drawn)	3	-34%	-58%	-8
11	Nn1c(Nc2ccc(Cl)cc2)nncc1=O	10	-8%	6%	1
12	COc1ccc(-c2ccc(OC)c([C@H]3[C@@H]4C=CCC[C@@]4(C)C(=O)N3Cc3ccccc3)c2)cc1OC	7	87%[activator]	?	8

entry	FBPA Giardia inh	HCMV antiviral	AmpC inh detg
1	-6%	-38	-4%
2	3%	-21	?
3	1%	-14	1%
4	-28%	-12	-14%
5	0%	-18	-1%
6	-3%	-21	?
7	·	-33	8%
8	·	8	·
9	-5%	30	-8%
10	10%	126	-10%
11	0%	0	7%
12	1%	27	4%

# Next part.
entry	canonical_smiles	Shiga inhibitor	AmpC inh no detg	AMA1-RON2 inh	CHX counter
13	COc1cc(/C=N/NC(=O)/C(=C\c2ccc3c(c2)OCO3)NC(=O)c2ccccc2)ccc1O	8	-12%	1%[11.6 µM]	-1
14	COc1ccc(C(=O)N2CCN(C3CCN(Cc4ccccc4)CC3)CC2)cc1OC	-9	-1%	-21%	-3
15	CCN(CC)S(=O)(=O)c1ccc(Cl)nc1	-9	-22%	0%	1
16	COc1ccc(NC(=O)C2CCCN2C(=O)Oc2ccccc2)cc1 (stereo not drawn)	7	-10%	7%	7
17	COc1ccc(-c2cn[nH]c2C)cc1	-3	-9%	-20%	1
18	CSc1ccccc1C(=O)OCC(=O)N1CCCC1=O	·	-14%	-10%	·
19	COc1ccc2c(c1)SC1=NCCS(=O)(=O)N12	-4	-7%	5%	-2
20	CC(=O)Nc1cccc(C(=O)OC2CCOC2=O)c1 (stereo not drawn)	-7	-14%	-7%	1
21	CN(C)S(=O)(=O)c1ccc(C(=O)N2CCN=C2SCc2ccccc2)cc1	-10	-1%	10%	-3
22	COc1ccc(C(CNC(=O)CSc2ccc(Br)cc2C)N2CCOCC2)cc1 (stereo not drawn)	·	231%[activator]	-11%	·
23	O=c1cc[nH]c2ccc(Cl)cc12	-7	-13%	-1%	-3
24	COC(=O)c1ccccc1NC(=O)N1CCN(c2ccc(OC)cc2)CC1	41	45%	?	2

entry	FBPA Giardia inh	HCMV antiviral	AmpC inh detg
13	-17%	-1	?
14	?	-1	-22%
15	5%	-9	4%
16	-2%	2	-6%
17	4%	-21	?
18	·	?	?
19	-1%	-25	-9%
20	·	10	?
21	-6%	-29	-1%
22	·	-10	-14%
23	1%	16	?
24	-4%	-39	-1%

# Continuation.
entry	canonical_smiles	Shiga inhibitor	AmpC inh no detg	AMA1-RON2 inh	CHX counter
25	Cc1ccc(C(C)NC(=O)c2ccncc2)cc1C (stereo not drawn)	22	-15%	-8%	7
26	N#C/C(=C\c1cc(Cl)ccc1O)C(=O)NC1CCCCC1	-13	-21%	27%	-2
27	CNCC(O)c1ccc(OC(=O)C(C)(C)C)c(OC(=O)C(C)(C)C)c1 (stereo not drawn)	·	48%	4%	·
28	Cc1noc(C)c1CSc1ccccc1C(=O)OC(C)C(N)=O (stereo not drawn)	15	-12%	-9%	6
29	O=C(COc1cccc(Oc2ccccc2)c1)Nc1ccc(SC(F)F)cc1	-1	-59%	15%	5
30	CC(C)N1CC(C(=O)Nc2ccccc2)CC1=O (stereo not drawn)	5	-11%	44%[activator]	-3
31	Cc1nn(CC(=O)NC2CCCC2)c(C)c1[N+](=O)[O-]	·	-17%	-8%	·
32	c1nc(C2CCCCC2)cc2cc3c(cc12)OCO3	·	0%	4%	·
33	Cc1cc(C(=O)N2CCN(c3ccc([N+](=O)[O-])cc3)CC2)n[nH]1	7	3%	21%	4
34	COc1ccc(OCC2CCNCC2)cc1	39*	-11%	71%[activator]	33*
35	COc1cc(OC)cc(C(=O)NC(C(=O)N2CCc3ccccc3C2)C(C)C)c1 (stereo not drawn)	-7	31%	12%	-4
36	Cc1c(C(=O)NCc2cccnc2)oc2c1C(=O)CC(C)(C)C2	-14	-11%	3%	0

entry	FBPA Giardia inh	HCMV antiviral	AmpC inh detg
25	-8%	-6	-13%
26	0%	-13	-1%
27	·	-3	?
28	-8%	30	0%
29	0%	-6	?
30	5%	-11	-1%
31	·	0	-7%
32	·	44	·
33	-3%	-27	-2%
34	-7%	29	-4%
35	6%	-1	-6%
36	6%	26	-6%

# More structures follow.
entry	canonical_smiles	Shiga inhibitor	AmpC inh no detg	AMA1-RON2 inh	CHX counter
37	O=C(Nc1ccccc1)N1CCN(c2nc3ccccc3s2)CC1	0	-46%	16%	27*
38	COc1ccc(OC)c(Cc2nnc(CCC(=O)NC3CCCCCCC3)o2)c1	77*	104%[activator]	10%	33*
39	Cc1nc(N(C)C)c2sc(=S)n(Cc3ccccc3)c2n1	-29	-12%	0%	9
40	O=C(O)Cc1nn(Cc2ccc(Cl)cc2)c(=O)c2ccccc12	10	-12%	18%	1
41	Cc1ccc(Cl)cc1N(CC(=O)NC1CCCCC1)S(C)(=O)=O	57	0%	4%	-1
42	CN1CCN(c2ccccc2NC(=O)c2ccc(N3CCCCC3)c([N+](=O)[O-])c2)CC1	-16	125%[activator]	-28%	-5
43	Cc1cc(C)c(NC(=O)CN2CCN3CCCC3C2)c(C)c1 (stereo not drawn)	7	?	-15%&-8%	-1
44	COc1ccc(-c2onc(C)c2-c2cscn2)c(O)c1	-10	-33%	-8%	9
45	Cc1nnc(SCC(=O)c2ccccc2F)n1Cc1ccccc1	-8	23%	-5%	-2
46	Cc1ccc(C2=N/C(=C\c3cccs3)C(=O)N2Nc2ccccc2)cc1	-2	-33%	-9%	10
47	CCCCn1c(SCc2nc(N)nc(Nc3ccccc3C)n2)nc2ccccc2c1=O	-18	-19%	-10%	-6
48	Cc1ccc2sc(NC(=O)CN3C(=O)c4ccccc4C3=O)nc2c1C	-15	2%	8%	-3

entry	FBPA Giardia inh	HCMV antiviral	AmpC inh detg
37	-3%	?	?
38	2%	33	-14%
39	4%	-10	3%
40	-4%	-69*	-5%
41	2%	40	?
42	-4%	-16	-2%
43	1%	-18&-32	-3%
44	-8%	7	7%
45	0%	-5	-8%
46	1%	-12	-12%
47	-3%	-19	3%
48	7%	-18	-4%

# Next records:
entry	canonical_smiles	Shiga inhibitor	AmpC inh no detg	AMA1-RON2 inh	CHX counter
49	CC(C)NC(=O)CCCOc1ccc(Cl)cc1Cl	34	23%	-1%	34*
50	C[C@H](NC(N)=O)C(=O)Nc1ccc(OCc2ccccc2)cc1	66	-2%	-4%	59*
51	CC(C)C1=CC2=CCC3C(C)(C(=O)O)CCCC3(C)C2CC1 (stereo not drawn) (tested in a mixture with another compound)	-3	64%[activator]	·	-1
52	CCC(=O)N1CCc2cc(S(=O)(=O)CCC(=O)NCc3ccc4c(c3)OCO4)ccc21	12	1%	33%[activator]	1
53	CNC(=S)Nc1ccc(Cc2ccncc2)cc1	-7	-20%	2%	4
54	COC(=O)c1cc(Br)ccc1NC(=O)Nc1ccccc1	18	-29%	-3%	0
55	Fc1ccc2cnc(-c3ccccc3)c(-c3cc(C(F)(F)F)cc(C(F)(F)F)c3)c2c1	·	-10%	0%	·
56	COc1cc(/C=C/c2cc[n+](C)cc2)ccc1OCC(=O)Nc1ccc(Cl)c(Cl)c1	28	94%[activator]	1%	4
57	Cc1cc(C)cc(OCC(=O)NNC(=S)NC(=O)C2CC2)c1	-8	-15%	107%[activator]	2
58	CC(=O)c1cccc(NC(=O)c2cc(C)no2)c1	5	-27%	10%	1
59	Cc1cccc2[nH]c(SCC(=O)O)nc12	-10	-11%	7%	-5
60	O=C(c1cnn2c(C(F)F)cc(C3CC3)nc12)N1CCc2ccccc2C1	-29	11%	5%	-2
61	O=C(COc1ccc(Cl)cc1Cl)NCc1ccco1	126*	-25%	-9%	29*
62	O=C1NCCN1CCNS(=O)(=O)c1cc(C(F)(F)F)cc(C(F)(F)F)c1	-2	-8%	8%	-1

entry	FBPA Giardia inh	HCMV antiviral	AmpC inh detg
49	-2%	38	?
50	2%	82	?
51	-10%	·	-2%
52	-1%	-10	3%
53	0%	78	-6%
54	-3%	-35	-4%
55	·	45	·
56	·	-91*	2%
57	·	-80*	6%
58	-1%	2	-3%
59	2%	23	?
60	-5%	19	?
61	-1%	?	-12%
62	·	1	-14%

# Some of these compounds in order of formula weight, highest first.
entry	canonical_smiles	Shiga inhibitor	AmpC inh no detg	AMA1-RON2 inh	CHX counter
52	CCC(=O)N1CCc2cc(S(=O)(=O)CCC(=O)NCc3ccc4c(c3)OCO4)ccc21	12	1%	33%[activator]	1
55	Fc1ccc2cnc(-c3ccccc3)c(-c3cc(C(F)(F)F)cc(C(F)(F)F)c3)c2c1	·	-10%	0%	·
60	O=C(c1cnn2c(C(F)F)cc(C3CC3)nc12)N1CCc2ccccc2C1	-29	11%	5%	-2
50	C[C@H](NC(N)=O)C(=O)Nc1ccc(OCc2ccccc2)cc1	66	-2%	-4%	59*
61	O=C(COc1ccc(Cl)cc1Cl)NCc1ccco1	126*	-25%	-9%	29*
49	CC(C)NC(=O)CCCOc1ccc(Cl)cc1Cl	34	23%	-1%	34*
53	CNC(=S)Nc1ccc(Cc2ccncc2)cc1	-7	-20%	2%	4

entry	FBPA Giardia inh	HCMV antiviral	AmpC inh detg
52	-1%	-10	3%
55	·	45	·
60	-5%	19	?
50	2%	82	?
61	-1%	?	-12%
49	-2%	38	?
53	0%	78	-6%
